# Assay outcomes: PubChem, several laboratories
# Furin inhibitor: blocks human furin protease activity | P09958 | purified furin, fluorogenic substrate cleavage | inhibition, % at 30 µM | 220,000 tested, 0.061% active | AID 463115; in the data active means inhibition above about 25%; further: inactives centre near -15
# m-calpain inh: calpain II (pig) inhibition | purified calpain II, fluorogenic peptide substrate, 30 min | AID 1236 | inhibition, % at 16 µM | 220,000 tested, 0.37% active;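 active means inhibition above about 50%, limit read from the data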
# PERK inhibitor: blocks human PERK kinase. Q9NZJ5. CHO PERK-DD fusion, SEAP luminescence translation reporter. inhibition, % at 5.6 µM. 220,000 tested, 0.17% active. AID 1416;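 active means inhibition above the mean inhibition of all tested compounds plus 3 SD, set separately per screening campaign, cut at about 2.9% in these data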;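 further: PERK kinase domain activated by AP20187 dimerizer at 100 nM; 0% = DMSO with dimerizer and 100% = rapamycin at 8.4 µM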
# FXIa inh: factor XIa (human) inhibition; 220,000 tested, 0.14% active; P03951; AID 798; inhibition, % at 5 µM; purified FXIa, Boc-Glu-Ala-Arg-AMC fluorogenic substrate;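 active means inhibition of at least 40%; inactive means inhibition below 40%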;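 further: fluorescence of freed AMC excited at 355 nm; 0% = enzyme without compound and 100% = no enzyme blank; many of its hits are not listed in these tables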
# Target sequence (P03951 19-387 limits assumed): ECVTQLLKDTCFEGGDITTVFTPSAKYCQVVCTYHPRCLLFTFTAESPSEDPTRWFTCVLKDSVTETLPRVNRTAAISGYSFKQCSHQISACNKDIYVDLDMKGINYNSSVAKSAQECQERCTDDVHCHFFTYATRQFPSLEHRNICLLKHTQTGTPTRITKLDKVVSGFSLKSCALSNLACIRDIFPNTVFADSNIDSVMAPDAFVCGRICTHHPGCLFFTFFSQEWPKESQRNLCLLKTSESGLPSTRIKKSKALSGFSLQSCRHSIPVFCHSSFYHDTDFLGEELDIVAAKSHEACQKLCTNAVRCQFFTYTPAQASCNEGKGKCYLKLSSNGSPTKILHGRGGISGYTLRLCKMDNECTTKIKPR
# Target sequence (P03951 388-625 limits assumed): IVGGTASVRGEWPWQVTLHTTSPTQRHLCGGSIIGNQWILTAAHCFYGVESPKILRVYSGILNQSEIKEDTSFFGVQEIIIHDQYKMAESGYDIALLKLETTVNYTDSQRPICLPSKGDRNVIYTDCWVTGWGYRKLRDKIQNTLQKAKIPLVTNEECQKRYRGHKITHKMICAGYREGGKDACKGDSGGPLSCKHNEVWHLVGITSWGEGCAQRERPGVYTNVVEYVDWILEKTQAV
# KCC2 mod: modulates chloride dependent transport by human KCC2; Q9H2X9; KCC2 cells, thallium flux FluoZin-2 fluorescence; B-score of Tl+ flux slope (higher = more flux/activation; lower = inhibition) at 10 µM; 190,000 tested, 2.2% active;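 active means thallium flux slope and its plate-corrected score both differing from the plate sample mean at a set confidence after two filtering rounds, in either direction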;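 further: slope of fluorescence scaled to starting intensity during 10 to 20 s after thallium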
# FXIIa inh 1536: inhibitors of human coagulation factor XIIa; inhibition, % at 5 µM; 220,000 tested, 0.3% active; P00748; purified FXIIa, Boc-QGR-AMC fluorogenic substrate, 2 h; in the data active means inhibition above about 40%;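 further: 0% = enzyme with no compound and 100% = blank without enzyme; many of its hits are not listed in these tables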
# Thrombin inh: thrombin (human) inhibition. 220,000 tested, 0.26% active. inhibition, % at 5 µM. alpha-thrombin, Boc-VPR-AMC fluorogenic substrate cleavage. P00734;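 active means inhibition at or above 40%; inactive means inhibition below 40%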;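 further: 0% = enzyme with no compound and 100% = wells without enzyme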
#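 Assay system: human alpha-thrombin enzyme. Reagent: Boc-VPR-AMC substrate, 15 µM final. Compound dosing: one concentration per compound, 5 µM, with 0.2% DMSO. Incubation: room-temperature reaction. Technique: AMC fluorescence, 355/460 nm. Measure: % inhibition relative to enzyme controls and enzyme-free blanks.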
# KLK5 inh: blocks human kallikrein 5 protease activity; recombinant hK5, fluorogenic AMC substrate cleavage; inhibition, % at 5 µM; AID 873; 210,000 tested, 0.59% active; Q9Y337;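 active means inhibition of 40% or more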;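 further: 0% = enzyme controls without compound and 100% = no-enzyme blanks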
# Target sequence (Q9Y337 67-293 limits assumed): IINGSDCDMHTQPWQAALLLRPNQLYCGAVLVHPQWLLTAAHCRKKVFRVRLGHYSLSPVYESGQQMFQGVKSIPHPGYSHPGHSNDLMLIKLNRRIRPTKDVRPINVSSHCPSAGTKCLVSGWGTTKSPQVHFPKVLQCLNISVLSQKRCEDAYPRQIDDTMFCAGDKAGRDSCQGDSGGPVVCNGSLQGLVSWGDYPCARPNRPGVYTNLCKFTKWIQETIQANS
# Rad51 HR inh: Rad51 (human) homologous recombination inhibition; hRad51 DNA strand exchange, fluorescence dequenching; inhibition, % at 10 µM; 200,000 tested, 0.085% active; AID 1385;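 active means inhibition above 40% at the single screening dose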;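 further: 0% = DMSO control wells and 100% = blanks with heterologous ssDNA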
#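 System: hRad51 filaments on single-stranded DNA; reagent: Fluorescein- and BHQ1-tagged 47-mer duplex; compound dosing: one concentration, 10 µM final; timing: filaments 15 min 37 °C, then compound 30 min; measured by: fluorescein emission 520 nm, excitation 485 nm; benchmarks: per-plate controls and blanks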
# Active calls of the source: *; x = not tested or not shown; [ ] = remark or other dose. An excerpt; rates above refer to the full screens.
# Screens in order: Rad51 HR inh	Thrombin inh	PERK inhibitor	FXIa inh	KCC2 mod	m-calpain inh	Furin inhibitor	KLK5 inh	FXIIa inh 1536
CCOCCn1c(N2CCN(c3ccc(OC)cc3)CC2)nc2c1c(=O)n(C)c(=O)n2C
    2	-4	-1.2	-7	-0.46	11	-1	0	5
CN(C)c1nc(C(N)=O)nc(N2CCOCC2)n1
    -7	-10	1.1	8	0.083	-55	-12[20 µM]	-17	0
Cc1c(NC(=O)c2ccc(Br)s2)c(=O)n(-c2ccccc2)n1C
    1	2	1.7	5	-0.43	19	-20	-18	-6
C=CCn1c(N)c(C(=O)Nc2ccc(C)c(C)c2)c2nc3ccccc3nc21
    2	0	1.1	2	0.61	-78	-9[20 µM]	-21	16
S=c1[nH]nc(-c2ccco2)n1C1CCCCC1
    -2	-9	0.4	-4	0.56	2	-14	-2	1
COc1ccccc1NC(=O)CN1CCN(C(=O)c2ccco2)CC1
    -1	-2	-0.6	-5	1.2	15	-10[20 µM]	-5	2
NC(=O)N/N=C/c1c(F)c(F)c(F)c(F)c1F
    23	7	1.1	1	0.42	-42	-14	-1	9
CCOC(=O)CNC(=O)CSc1nnc(-c2ccccc2)n1Cc1ccco1
    5	-4	-0.1	4	-0.47	-18	-21	-12	14
Cc1ccc(NC(=O)CSc2nnc(C(F)(F)F)n2C)cc1[N+](=O)[O-]
    11	-11	-0.4	0	-1	19	-9	-1	8
CC1CCN(c2nc(/C=C/c3ccccc3)nc3ccccc23)CC1
    6	-6	0.3	6	0.039	8	4	0	15
CN1C(=O)CSc2ccc(NC(=O)NCc3ccccc3)cc21
    -10	4	0.2	7	0.041	2	-8	x	33
Cc1cccc(N(CC(=O)O)CC(=O)O)c1
    3	-3	1.3	10	1.4	-15	-12	-24	10
O=C(CSc1nc2ccc([N+](=O)[O-])cc2[nH]1)NCCc1ccccc1
    -3	2	-0.3	6	-1.5	16	1[20 µM]	-1	2
O=C(CCCc1c[nH]c2ccccc12)Nc1ccc(S(=O)(=O)Nc2ncccn2)cc1
    -3	-5	0.7	6	1.3	-1	-22	5	7
COc1nc(OC)nc(N2CCC(C(=O)Nc3cccc4c3CCCC4)CC2)n1
    -1	0	0.0	-12	x	-7	-17	6	16
CCOc1cc(C)c(S(=O)(=O)NC2CC(C)(C)NC(C)(C)C2)cc1C
    6	6	-0.2	10	-0.55	-1	-20	-15	3
COCCCNC(=O)CCCn1c(=O)[nH]c2ccccc2c1=O
    -1	1	0.7	-2	x	11	-25	8	0
COc1ccnc(Oc2ccc(F)cc2)c1C(=O)N/C=N/OCc1cccc(F)c1
    -11	-1	0.2	2	-0.55	33	-16	3	9
Cc1ccc([N+](=O)[O-])cc1NC(=O)c1ccc(C(C)(C)C)cc1
    3	0	-0.2	-1	0.69	44	-25[20 µM]	-1	6
COc1ccc(-c2nnc(SCC(=O)NC3CCCCC3)o2)cc1OC
    10	-5	-0.4	17	0.016	-11	-23	-14	26
Cc1cc(NC(=O)CSc2nnc(-c3ccc(Br)o3)n2Cc2ccccc2)no1
    -2	0	-0.5	-18	-1.7	-8	-20[20 µM]	4	15
Cc1ccccc1CSc1nnc(-c2cccnc2)n1N
    11	1	-0.4	-2	0.92	10	-19	18	11
O=C(NCCc1c[nH]c2ccccc12)Nc1ccccc1
    -2	3	-0.1	5	-0.055	-17	-17[20 µM]	5	13
O=[N+]([O-])c1ccc(NCCNc2ccc(Cl)nn2)cc1
    -4	1	0.1	1	-0.74	17	-18[20 µM]	12	18
CC1=C(OC(=O)C(C)(C)C)C(C)(C)C(c2ccccc2)OC1=O (stereo not drawn)
    3	-12	0.3	-2	0.046	16	-3	-20	2
Cc1ccc(NC(=O)c2ccc(OCC3CCCO3)cc2)c(C)c1 (stereo not drawn)
    4	11	0.3	19	-0.022	30	-6	28	28
O=C(CN1C(=O)NC2(CCCc3ccccc32)C1=O)Nc1cccc(S(=O)(=O)N2CCCCC2)c1 (stereo not drawn)
    6	-5	0.9	4	0.22	-34	-10	-15	9
O=c1c(Cc2ccc(Cl)cc2Cl)c(O)ccn1CCCN1CCOCC1
    29	1	1.8	-3	-0.38	6	-20	-7	3
COc1ccccc1CNC(=O)CCSCc1cccc(Cl)c1
    1	-1	0.3	8	-1.1	15	-3	1	7
O=C(C1CCC1)N1CCC(O)(c2cccc(F)c2)CC1
    4	1	-0.5	-2	0.25	-1	-29	-15	2

# Laid out differently: twelve of the compounds above.
Molecule	Rad51 HR inh	Thrombin inh	PERK inhibitor	FXIa inh	KCC2 mod	m-calpain inh	Furin inhibitor	KLK5 inh	FXIIa inh 1536
Cc1ccc([N+](=O)[O-])cc1NC(=O)c1ccc(C(C)(C)C)cc1	3	0	-0.2	-1	0.69	44	-25[20 µM]	-1	6
COc1ccc(-c2nnc(SCC(=O)NC3CCCCC3)o2)cc1OC	10	-5	-0.4	17	0.016	-11	-23	-14	26
Cc1cc(NC(=O)CSc2nnc(-c3ccc(Br)o3)n2Cc2ccccc2)no1	-2	0	-0.5	-18	-1.7	-8	-20[20 µM]	4	15
Cc1ccccc1CSc1nnc(-c2cccnc2)n1N	11	1	-0.4	-2	0.92	10	-19	18	11
O=C(NCCc1c[nH]c2ccccc12)Nc1ccccc1	-2	3	-0.1	5	-0.055	-17	-17[20 µM]	5	13
O=[N+]([O-])c1ccc(NCCNc2ccc(Cl)nn2)cc1	-4	1	0.1	1	-0.74	17	-18[20 µM]	12	18
CC1=C(OC(=O)C(C)(C)C)C(C)(C)C(c2ccccc2)OC1=O (stereo not drawn)	3	-12	0.3	-2	0.046	16	-3	-20	2
Cc1ccc(NC(=O)c2ccc(OCC3CCCO3)cc2)c(C)c1 (stereo not drawn)	4	11	0.3	19	-0.022	30	-6	28	28
O=C(CN1C(=O)NC2(CCCc3ccccc32)C1=O)Nc1cccc(S(=O)(=O)N2CCCCC2)c1 (stereo not drawn)	6	-5	0.9	4	0.22	-34	-10	-15	9
O=c1c(Cc2ccc(Cl)cc2Cl)c(O)ccn1CCCN1CCOCC1	29	1	1.8	-3	-0.38	6	-20	-7	3
COc1ccccc1CNC(=O)CCSCc1cccc(Cl)c1	1	-1	0.3	8	-1.1	15	-3	1	7
O=C(C1CCC1)N1CCC(O)(c2cccc(F)c2)CC1	4	1	-0.5	-2	0.25	-1	-29	-15	2

# (next part)
# Screens in order: Rad51 HR inh	Thrombin inh	PERK inhibitor	FXIa inh	KCC2 mod	m-calpain inh	Furin inhibitor	KLK5 inh	FXIIa inh 1536
COC(=O)c1ccc(NC(=O)C2CCN(C(=O)c3cc(OC)c(OC)c(OC)c3)CC2)cc1
    -1	-3	0.1	-5	0.65	-32	-23[20 µM]	-20	8
Cc1ccc(N2C(=O)CC(N3CCc4ccccc43)C2=O)cc1Cl (stereo not drawn)
    5	8	0.6	0	-0.047	-12	-18	-9	8
O=C(NC1CCCC1)C(c1c[nH]c2ccccc12)N(C(=O)Cn1nnc(-c2ccc(Cl)cc2)n1)c1ccccc1 (stereo not drawn)
    -2	3	-0.8	5	1.3	-96	-3[20 µM]	4	12
O=C(c1ccccc1)N(Cc1ccc(F)cc1)C1CCS(=O)(=O)C1 (stereo not drawn)
    -1	-6	1.0	-6	0.0011	-4	-28	-1	1
C=CCSC1=NNC(c2ccc(C(C)(C)C)cc2)=NN1
    1	-2	0.0	-1	-0.018	-14	-15	0	2
CC(C)C(=O)Nc1ccc2c(c1)nc(CCN1CCN(c3ccccc3)CC1)n2C
    26	-3	0.6	4	-0.91	4	-10	-3	7
COc1ccc2c(c1)[nH]c1c(N3CCSCC3)ncnc12
    -18	-6	-1.5	-2	-2.8	-7	8	-4	1
CCN(CC)CC#CCC(OC)(c1ccccc1)c1ccccc1
    -2	6	-0.4	-6	x	16	-10	-4	2
COC(=O)c1cc2oc(C)cc2n1CC(=O)Nc1ccc(OC)c(OC)c1OC
    10	0	-1.3	-4	-1.2	-36	-11	-14	6
O=S(=O)(Nc1cccc2ccccc12)c1cccc2nonc12
    -6	-1	0.0	1	0.39	2	-6	-3	2
CCOc1ccc(-c2nc(C)c(C(C)=O)n2O)cc1
    1	-5	0.3	-4	0.3	-16	-14[20 µM]	-2	10
CCOCCCNC(=O)C(NC(=O)c1ccccn1)c1ccc(C)cc1 (stereo not drawn)
    6	1	-1.3	8	0.073	-15	-16[20 µM]	-3	16
O=C1COc2ccccc2CN1
    2	8	0.3	22	-0.19	0	-9[20 µM]	5	18
O=C(Nc1ncccc1Cl)c1cccc(F)c1
    1	-3	1.2	-5	0.25	-34	-22[20 µM]	6	0
COc1ccc(OC)c(S(=O)(=O)NCc2csc(-c3ccccc3)n2)c1
    3	-10	-1.0	-5	-1.7	-3	-9[20 µM]	-17	3
Cc1ccc(NC(=O)N2CCc3ccccc32)cc1
    -6	5	0.6	8	0.33	-6	-22[20 µM]	4	14
O=C(CSc1ccc(-c2nc3ccccc3[nH]2)cn1)Nc1ccc(S(=O)(=O)N2CCCC2)cc1
    -7	-7	0.8	3	-0.094	-59	-12	-13	6
CCOC(=O)CSc1nnc(-c2cccc(Cl)c2)n1CC
    0	2	0.1	20	0.61	-1	-15	3	31
CCCCNS(=O)(=O)c1ccc2nc(-c3cccnc3)cc(C(=O)NC3CCCC3)c2c1
    -1	2	0.6	0	-0.69	-25	-21	-3	11
CC1CCC(C(=O)NC(C(=O)N2CCN(c3ccccn3)CC2)C(C)C)CC1 (stereo not drawn)
    x	1	0.6	4	x	-42	-18	-3	15
COc1cc2c(cc1NC(=O)c1ccncc1)oc1ccccc12
    4	5	-2.0	-1	x	-143	-8[20 µM]	-1	16
CC(=O)c1c(C)[nH]c(C(=O)Nc2nc(C)cs2)c1C
    -7	-21	0.4	-5	0.02	-10	-27	1	12
Cc1cc(N=Nc2ccc(C)c(N=Nc3cc(C)c(N)cc3N)c2)c(N)cc1N
    10	-1	1.0	1	0.19	-34	-8	-1	6
CC(=O)c1c(C(C)=O)c(C)n(Cc2ccc3c(c2)OCO3)c1C
    -1	-8	-0.1	4	-0.028	-33	-24	-3	23
COc1ccc(CNC(=O)c2c(C)oc3c2C(=O)c2ccccc2C3=O)cc1
    -6	-5	0.2	-2	-0.33	-8	-10	-18	2
Fc1ccc(CN2C3=NCCCN3c3ccccc32)cc1
    6	-11	0.0	-7	1.1	-11	-19	-5	8
